DNA Pol III inh = blocks replication by bacterial DNA polymerase III holoenzyme; reconstituted DNA polymerase III holoenzyme replication, biochemical; Potency, µM (series often up to 57.1 µM), inactives show top-dose activity change, negative = inhibition; 0.25% of 71,000 active; AID 603; further: potency means the concentration at half of the fitted maximal effect; on the % scale 0 is the no-effect control and ±100 the full control effect
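Reconstituted *E. coli* holoenzyme (0.35 nM Pol III, 1 nM beta, 154 nM SSB, 2 nM primase) was preincubated with compound for 15 min at RT. Synthesis on 1.4 nM ssM13Gori ran 35 min, then was stopped with PicoGreen/EDTA and read as dsDNA fluorescence.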
HADH2 inh = inhibitors of human HADH2 dehydrogenase. Q99714. recombinant HADH2, NADH fluorescence, beta-hydroxybutyryl-CoA. Potency, µM (highest dose often 57.1 µM), inactives show at the highest dose activity change, negative = inhibition, most hits filed as inhibitors. 3.4% of 73,000 active; further: potency means the concentration at half of the fitted maximal effect; on the % scale 0 is the no-effect control and ±100 the full control effect; nearly all actives have a fitted effect of over 60% in size; many of its hits are not listed in these tables
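Read-out: 360 nm excitation, 450 nm emission, kinetic over 4 min. Conditions: His-tagged human HADH2 20 nM, pH 9.0 Tris with Tween-20, 1 mM NAD+, 90 uM beta-hydroxybutyryl-CoA.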
Rhodamine autofl = compound fluoresces in the rhodamine spectral region. max dye-equivalent concentration, M. 0.05% of 59,000 active. Rhodamine-region fluorescence, 547/598 nm, Tris buffer; stronger effect = higher value. AID 594; in the data active means max dye-equivalent concentration above about 11 nM; inconclusive means between about 1.1 nM and that limit
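Steps: pin-transfer compounds into pH 8.0 Tris (100 mM), hold 15 min at room temperature, image with a 547/598 nm filter pair, and convert intensities to rhodamine-equivalent concentration using a six-point on-plate rhodamine series.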
Tau fil binding = binds recombinant human tau filaments; recombinant tau filaments, thioflavin S fluorescence, 15 h; filaments grown with octadecylsulfate alongside compound; Potency, µM (series often up to 57.1 µM), for inactives: at the top dose activity change, negative = inhibition; 2% of 71,000 active;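 further: potency means the concentration at half of the fitted maximal effect; on the % scale 0 is the no-effect control and ±100 the full control effect; actives lower thioflavin S fluorescence by blocking filaments or displacing dye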
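Read-out: ThS fluorescence, 450 nm excitation/510 nm emission; lower signal marks blocked filament formation or displaced dye. Tau at 1 uM with 30 uM ODS, 10 uM ThS, 5 mM DTT, 100 mM NaCl, 10 mM HEPES pH 7.4; 15 h, 37 C.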
ALOX15 inhib = blocks human 15-lipoxygenase activity | purified 15hLO-1, xylenol orange hydroperoxide absorbance | Potency, µM (titrated, usually from 57.1 µM), inactives show at the top dose activity change, negative = inhibition, hits mostly inhibitors | AID 887 | 1.4% of 74,000 active | P16050; further: potency means the concentration at half of the fitted maximal effect; on the % scale 0 is the no-effect control and ±100 the full control effect; nearly all actives have a fitted effect of over 55% in size
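Compounds were preincubated 15 min at room temperature with 40 nM purified human enzyme (25 mM Hepes pH 7.5, 0.01% Triton X-100); 50 uM arachidonic acid reacted 6 min. Fe-xylenol orange detection, 30 min, absorbance ratio 573/405 nm.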
BRCT PPI green = inhibitors of human BRCA1 BRCT-phosphoprotein interaction (green fluorophore); Potency, µM (series often up to 76.9 µM), for the others: at the top dose activity change, negative = inhibition, hits mostly inhibitors; BRCA1 BRCT-phosphopeptide binding, green fluorescence polarization; P38398; 0.05% of 75,000 active;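 further: potency means the concentration at half of the fitted maximal effect; plate controls were peptide without protein for full effect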
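Compounds were incubated for 12 min at room temperature with a complex of 100 nM fluorescein-tagged pBACH1 decapeptide and 250 nM His-tagged BRCT protein. Buffer was phosphate pH 7.3 with EDTA, DTT and Tween 20. Disruption of binding lowers the polarization signal.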
HEK293 cAMP ctrl = counter-screen for TSHR agonists: cAMP increase in parental HEK293; Potency, µM (doses to about 57.1 µM), for inactives: at the highest dose activation, actives largely listed as activators; 2.5% of 73,000 active; parental HEK293 CNG cAMP sensor, membrane potential fluorescence; further: potency means the concentration at half of the fitted maximal effect; % of control where 0% means no effect; nearly all actives have a fitted effect of over 55% in size
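Parental HEK 293 cells stably expressing a modified CNG channel (no TSHR) report cAMP rise as membrane depolarization. Membrane potential dye with 100 uM RO 20-1724 was loaded for 60 min at room temperature, then compound added for 30 min; fluorescence read at 590 nm.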
Casp1 inh = allosteric or competitive inhibitors of human caspase-1; P29466; Caspase-1 enzyme, Ac-WEHD-AFC fluorogenic rate; Potency, µM (titrated, usually from 57.5 µM), without a hit: at the highest dose activity change, negative = inhibition, hits mostly inhibitors; 0.03% of 75,000 active;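 further: potency means the concentration at half of the fitted maximal effect; plate controls were vehicle for no effect and no substrate for full effect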
Casp7 inh = blocks human caspase-7 allosterically or competitively | P55210 | recombinant caspase-7, Ac-DEVD-AFC fluorescence rate | Potency, µM (series often up to 57.5 µM), inactives show top-dose activity change, negative = inhibition, hits mostly inhibitors | 0.02% of 75,000 active; active means well fitted inhibition curve with a large enough effect in the main read-out, with a control signal flat, not every such curve was filed as active; inconclusive means small, poorly fitted or top-dose-only effect, or a change in a side signal; further: potency means the concentration at half of the fitted maximal effect; % of control where 0% means no effect
BRCT PPI red = BRCT-phosphoprotein interaction inhibition (red fluorophore); BRCT-phosphopeptide binding, red fluorescence polarization; Potency, µM (doses to about 76.9 µM), for the others: at the top dose activity change, negative = inhibition, hits mostly inhibitors; P38398; 0.03% of 75,000 active; further: on the % scale 0 is the no-effect control and ±100 the full control effect
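Rhodamine-labelled pBACH1 10-mer (100 nM) bound to BRCT domain (100 nM) at pH 7.3; compounds incubated 12 min room temperature, polarization read. Free peptide defines full inhibition; unlabelled decapeptide titrated as control.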
USP2a inh = blocks human ubiquitin-specific protease USP2a; O75604; USP2a enzymatic assay, qHTS inhibition; Potency, µM (doses to about 38.3 µM), without a hit: at the top dose activity change, negative = inhibition, actives largely listed as inhibitors; 0.1% of 60,000 active; AID 927;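 further: potency means the concentration at half of the fitted maximal effect; nearly all actives have a fitted effect of over 60% in size; plate controls were DMSO for no effect and NEM full inhibition control for full effect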
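USP2 core (20nM final) preincubated 30 min RT with compound, then Ub-PLA2 20nM and NBD C6-HPC 20uM final added; buffer 20mM Tris-HCl pH 8.0, 2mM CaCl2. Fluorescence Ex 460/Em 535 read at 0 and 2.5 h; normalized to NEM.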
Starred values were filed as active, the others as inactive; i = inactive; ? = inconclusive; nt = not tested or not shown; [ ] = dose if it differs, or a comment. Unless noted, the call rests on the fitted dose curve; in most records, active means well fitted curve in the direction sought with a large enough effect; inconclusive means small, poorly fitted or top-dose-only effect, or another doubt; inactive means no such curve, though single readings can be large; an effect the other way counts as inactive or inconclusive. A portion of the library. The share of hits here may be higher or lower than overall.

SMILES	DNA Pol III inh	HADH2 inh	Rhodamine autofl	Tau fil binding	ALOX15 inhib	BRCT PPI green	HEK293 cAMP ctrl	Casp1 inh	Casp7 inh	BRCT PPI red	USP2a inh
O=C(Nc1ccccc1N1CCN(C(=O)c2ccc(Cl)cc2)CC1)c1cc2ccccc2o1	5%	?	i	28%	-15%	-2.5%	?	-3%	-5%	2.7%	32%[activator]
CCc1ccccc1NC(=O)C1CCCN(S(=O)(=O)c2c(C)noc2C)C1 (stereo not drawn)	6%	0%	i	-4%	6%	-2.9%	10%	0%	1%	-0.5%	-7%
COc1ccc(C(=O)N2CCN(C(C)=O)CC2)cc1S(=O)(=O)NCc1ccc(Cl)cc1	1%	9%	i	-1%	9%	-1.3%	3%	0%	2%	0.4%	8%
CN1C(=O)CSc2ccc(NC(=O)NCc3cccnc3)cc21	-8%	3%	i	-12%	-14%	1.8%	9%	-1%	-3%	-0.8%	32%[activator]
CCc1cc(=O)oc2cc(OCC(=O)N3CCc4ccccc43)ccc12	-3%	4%	i	55%	11%	-1.9%	17%	-1%	-4%	0.9%	20%
COc1cccc(NC2=CC(=O)CC(C)(C)C2)c1	1%	-7%	i	8%	1%	-1.6%	6%	-6%	-5%	-0.7%	-8%
COc1ccccc1CNc1ncnc2ccc(-c3c(C)noc3C)cc12	-1%	-6%	i	-14%	-9%	8.0%	?	1%	1%	-1.0%	38%[activator]
c1ccc(-c2csc3nnc(SCc4ccc5c(c4)OCO5)n23)cc1	-4%	-2%	nt	35%	-11%	2.9%	?	-3%	-2%	-0.2%	nt
Cc1ccc(O)c(C(CCN(C(C)C)C(C)C)c2ccccc2)c1 (stereo not drawn)	nt	nt	nt	nt	2%	-1.7%	nt	0%	-1%	0.8%	-3%
CC(=O)NC1(C(F)(F)F)NC(=O)N(CC(C)C)C1=O (stereo not drawn)	-3%	15%	i	-4%	1%	-3.1%	4%	1%	0%	-1.2%	1%

Single records, as listed above.
CCc1ccccc1NC(=O)C1CCCN(S(=O)(=O)c2c(C)noc2C)C1 (stereo not drawn) reads DNA Pol III inh: 6%; HADH2 inh: 0%; Rhodamine autofl: i; Tau fil binding: -4%; ALOX15 inhib: 6%; BRCT PPI green: -2.9%; HEK293 cAMP ctrl: 10%; Casp1 inh: 0%; Casp7 inh: 1%; BRCT PPI red: -0.5%; USP2a inh: -7%
CC(=O)NC1(C(F)(F)F)NC(=O)N(CC(C)C)C1=O (stereo not drawn) reads DNA Pol III inh: -3%; HADH2 inh: 15%; Rhodamine autofl: i; Tau fil binding: -4%; ALOX15 inhib: 1%; BRCT PPI green: -3.1%; HEK293 cAMP ctrl: 4%; Casp1 inh: 1%; Casp7 inh: 0%; BRCT PPI red: -1.2%; USP2a inh: 1%

Carrying on.
SMILES	DNA Pol III inh	HADH2 inh	Rhodamine autofl	Tau fil binding	ALOX15 inhib	BRCT PPI green	HEK293 cAMP ctrl	Casp1 inh	Casp7 inh	BRCT PPI red	USP2a inh
Cc1cc(C)c2cc(CN(CCO)C(=O)Nc3ccc(F)cc3)c(=O)[nH]c2c1	-6%	-2%	i	-5%	-15%	-0.5%	-4%	4%	-4%	0.1%	33%[activator]
COc1ccc(C2N(c3cc(Cl)ccc3OC)C(=O)C3CCCN32)cc1OC (stereo not drawn)	7%	0%	nt	-17%	-1%	-1.4%	2%	0%	-4%	-1.2%	nt
COc1cccc(-c2nccc(NCc3ccccc3)n2)c1	-10%	8%	i	-16%	13µM*	-0.7%	?	-5%	-4%	-0.1%	-2%
COC(=O)c1[nH]c(C)c(/C(O)=C2\C(=O)C(=O)N(CCN(C)C)C2c2ccccc2OC)c1C (stereo not drawn)	-6%	-9%	i	-2%	-3%	-0.7%	-7%	-12%	1%	-3.5%	6%
O=C(O)CCc1ccc(-c2ccccc2)n1-c1cccc(O)c1	2%	?	i	-14%	10µM*	17%	14%	?	0%	-2.4%	27%
COc1cc(NC(=O)C2CCN(S(=O)(=O)c3ccc(Cl)cc3)CC2)ccc1-n1cnnn1	2%	22%	i	6%	-22%	2.1%	26%	-1%	-1%	0.5%	34%[activator]
O=C(NCC1CCCCC1)c1ccco1	3%	0%	i	-9%	2%	1.5%	26%	-1%	0%	-0.4%	1%
CC(C)COC(=O)n1c(SCC(=O)N(C)C)nc2ccccc21	-5%	4%	i	10%	5%	0.0%	?	1%	-1%	-0.1%	23%
Cc1cc(=O)oc2cc(OCC(=O)N3c4ccccc4CC3C)ccc12 (stereo not drawn)	61%	-21%	i	104%	-27%	0.4%	18%	0%	nt	2.2%	7%
C[C@@H](C(=O)Nc1ccc2ccccc2c1)[C@@H]1C[C@@]1(C)[C@@H](NC(=O)c1ccccc1)c1ccccc1	-3%	3%	nt	30%	nt	-3.5%	?	-3%	-4%	-0.3%	nt
Cn1c(C(=O)Nc2ccc3c(c2)OCO3)cc2sccc21	-3%	-21%	i	13µM*	-26%	0.8%	-14%	1%	-2%	0.3%	40%[activator]
Cc1cccc(-n2nnnc2SCC(=O)c2cc(C)n(CC3CCCO3)c2C)c1 (stereo not drawn)	-7%	5%	i	16%	1%	0.7%	?	-4%	-14%	-0.9%	9%
CCOC(=O)CNC(=O)CSc1ncnc2c1cnn2-c1ccccc1	-4%	8%	i	-8%	4%	1.0%	0%	-2%	2%	0.5%	nt
O=C(NCc1ccc2c(c1)OCO2)C1CCCN(S(=O)(=O)c2cccc3nonc23)C1 (stereo not drawn)	6%	-5%	i	165%	?	24%	?	-4%	-8%	-2.9%	-24%
Cc1onc(-c2c(F)cccc2Cl)c1C(=O)N1CCc2ccccc2C1	0%	-8%	i	5%	5%	0.4%	30%	-5%	-5%	1.7%	8%
O=C(Nc1ccccc1N1CCCC1)c1cc2ccccc2o1	-4%	-6%	i	-22%	-17%	0.6%	15%	-4%	-3%	-0.2%	-9%
O=C(OCc1c(F)cccc1Cl)c1cnccn1	-9%	10%	i	-1%	-3%	-12%	5%	4%	2%	-0.2%	4%
c1ccc(Cn2nnnc2CN2CCN(Cc3ccc4c(c3)OCO4)CC2)cc1	-5%	5%	i	8%	4%	0.9%	?	1%	2%	-0.4%	17%
CCCCCC(=O)Nc1ccc(S(=O)(=O)Nc2nccnc2OC)cc1	-2%	-2%	i	0%	9%	-3.4%	-1%	0%	-1%	-1.7%	-11%
c1cc(-c2nc3cc(Oc4ccc5oc(-c6ccncc6)nc5c4)ccc3o2)ccn1	-5%	-14%	i	-26%	-4%	-3.8%	?	1%	-1%	1.2%	23%
CC(=O)c1c(N2CCOCC2)nc(=S)n(Cc2ccccc2)c1C	3%	-4%	i	-9%	3%	-0.4%	5%	1%	-2%	0.7%	3%
C/C1=C/CC(C)(C)/C=C/C/C(C)=C/CC1	nt	nt	nt	nt	-15%	-0.8%	nt	1%	-2%	0.8%	-1%
O=C(O)c1cc2ccccc2c(Cc2cc3ccccc3c(C(=O)O)c2O)c1O (tested in a mixture with another compound)	13%[25.6 µM]	-18%[25.6 µM]	i	18%[25.6 µM]	-8%[25.6 µM]	-2.7%[34.4 µM]	6%[25.6 µM]	-4%[25.7 µM]	-2%[25.7 µM]	-6.4%[34.4 µM]	-4%[17.1 µM]
O=C(Nc1ccc2nccnc2c1)c1cnccn1	-5%	-7%	i	-1%	3%	-0.2%	5%	-4%	0%	-1.5%	-1%
Cc1ccccc1C(=O)Nc1cccc(-c2nnc(SCC(=O)O)n2C)c1	-1%	-6%	i	-2%	4%	-3.0%	3%	-4%	0%	-1.9%	-3%
Cc1ccc(/C(O)=C2/C(=O)C(=O)N(Cc3cccnc3)C2c2ccccn2)cc1 (stereo not drawn)	-7%	-14%	i	4%	-14%	-2.4%	7%	0%	0%	1.3%	-3%
Cc1ccccc1-c1cc(N(C)Cc2ccco2)ncn1	0%	-24%	i	3%	0%	-0.6%	4%	-4%	-5%	-5.6%	67%[activator]
CC(=O)Nc1nc2c(c3c1c(=O)oc1ccccc13)CC(C)CC2 (stereo not drawn)	-1%	?	i	-2%	3%	-0.6%	22%	1%	-2%	0.8%	-7%
COCC(=O)N1CCC2(CC1)CN(Cc1nccs1)C2	-1%	10%	i	11%	-13%	-1.0%	?	0%	-1%	-0.9%	6%
O=S(=O)(Nc1nc2ccccc2nc1NCc1ccco1)c1cccs1	-5%	-19%	i	-11%	-1%	0.2%	0%	-6%	-4%	0.2%	4%
O=C(CSc1nc2ccccc2n1CC(=O)N1CCCC1)N1CCN(C(=O)c2ccco2)CC1	-1%	18%	i	-4%	1%	-4.6%	2%	1%	2%	-0.7%	-5%
COC(=O)C1=C(C)C(c2cccs2)NC(=O)N1C (stereo not drawn)	-1%	-3%	i	-1%	-4%	-1.1%	5%	1%	1%	-1.9%	-5%

Bioassay records deposited in PubChem by National Center for Advancing Translational Sciences (NCATS).
